Screening data: PubChem, National Center for Advancing Translational Sciences (NCATS)
NPC1 prom act = activates the NPC1 promoter. Potency, µM (highest dose often 9.22 µM), for inactives: top-dose activation, actives largely listed as activators. hit rate 2.4% among 320,000. Huh7 NPC1 promoter luciferase reporter, 24 h;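 note: potency is the fitted concentration of half-maximal effect; % of control where 0% means no effect; nearly all actives have a fitted effect of over 60% in size; reporter is driven by a mutant NPC1 promoter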
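Huh7 reporter cells (NPC1 promoter driving luciferase) are dosed with compound for 24 h at 37 °C, 5% CO2; luciferase detection reagent is then added and luminescence measured after 10 min at ambient temperature.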
FBPA coupling cs = inhibits coupling enzyme system, counter-screen for aldolase hits; coupling enzyme system counterscreen, AmpLite Red fluorescence; activity change, negative = inhibition, % at 58.2 µM, hits read low; hit rate 0.67% among 290,000; AID 2472; in the data active = activity change below about -30%; note: % is set by controls: 0 for no effect and ±100 for the full control effect
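Compounds tested against the coupling enzymes alone at 57.5 uM final; readout was AmpLite Red fluorescence (525/598 nm) after 20 min at RT.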
KCNH2 3.1 inh = KCNH2 3.1 (human) potassium channel inhibition; U2OS KCNH2 3.1, thallium flux FluxOr; stronger effect = lower value; hit rate 0.95% among 340,000; activity change, % (tested at about 1.8 µM);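 active = maximum activity change below -70%; inconclusive = maximum activity change from -70% to -50%; inactive = maximum activity change above -50%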;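 note: thallium influx rate constant from kinetic fluorescence after stimulation buffer; % is set by controls: 0 for no effect and ±100 for the full control effect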
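Thallium flux via FluxOr fluorescence (Red40 quencher, 45 min loading) in U2OS cells virally expressing the KCNH2 3.1 isoform (1.77 x 10^8 /mL virus, overnight at 37 C). Rate constants from 2-min kinetic reads post-stimulation, normalised to positive and negative controls.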
uPA surface inh = cell surface uPA generation inhibition | cell surface uPA generation assay, qHTS | Potency, µM (highest dose often 38.3 µM), inactives show top-dose activity change, negative = inhibition, usual class: inhibitors | hit rate 0.31% among 330,000; active = well fitted inhibition curve with a large enough effect; inconclusive = small, poorly fitted or top-dose-only effect; inactive = no such curve, though single readings can be large or run the other way; tested in mouse RAW 264.7 cells; note: potency is the fitted concentration of half-maximal effect; % is set by controls: 0 for no effect and ±100 for the full control effect; nearly all actives have a fitted effect of over 55% in size
FLuc counter = inhibits or activates purified firefly luciferase, miR-21 counter-screen; purified FLuc, Km substrates, luminescence inhibition; Potency, µM (doses to about 57.5 µM), without a hit: at the highest dose activity change, negative = inhibition, usual class: inhibitors; hit rate 6.9% among 360,000;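 note: potency is the fitted concentration of half-maximal effect; plate controls were vehicle for no effect and reference inhibitor for full effect; nearly all actives have a fitted effect of over 55% in size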
Target sequence (P08659 whole entry, looked up): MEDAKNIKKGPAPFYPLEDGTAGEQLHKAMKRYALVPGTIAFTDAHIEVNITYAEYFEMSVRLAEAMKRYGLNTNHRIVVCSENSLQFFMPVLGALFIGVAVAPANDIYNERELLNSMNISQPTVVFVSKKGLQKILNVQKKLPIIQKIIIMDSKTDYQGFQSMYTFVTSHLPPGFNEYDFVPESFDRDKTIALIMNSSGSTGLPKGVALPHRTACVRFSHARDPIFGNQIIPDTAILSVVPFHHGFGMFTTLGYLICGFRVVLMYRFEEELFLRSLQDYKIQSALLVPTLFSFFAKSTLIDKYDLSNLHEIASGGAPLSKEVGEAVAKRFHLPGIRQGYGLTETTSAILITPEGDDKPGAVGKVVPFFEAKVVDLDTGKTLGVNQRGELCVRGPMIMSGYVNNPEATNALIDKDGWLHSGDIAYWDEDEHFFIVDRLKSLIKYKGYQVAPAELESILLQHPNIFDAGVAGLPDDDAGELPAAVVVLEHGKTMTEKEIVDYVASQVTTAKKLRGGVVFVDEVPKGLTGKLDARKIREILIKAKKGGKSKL
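Biochemical qHTS of compounds, final roughly 60 µM downward over six points, against 10 nM purified firefly luciferase using Km concentrations of substrates (10 uM D-luciferin, 10 uM ATP) in Tris acetate pH 7.5 buffer; luminescence output.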
ELG1 genotox = induces genotoxicity in HEK293T cells with luciferase-tagged ELG1. HEK293T ELG1-luciferase reporter, luminescence, 16 h. Potency, µM (top dose mostly 46 µM), without a hit: at the highest dose activity change, positive = activation, hits mostly activators. hit rate 1.3% among 330,000. AID 504466; note: potency is the fitted concentration of half-maximal effect; % of control where 0% means no effect; nearly all actives have a fitted effect of over 60% in size
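DMSO vehicle served as control against compound-treated ELG1-luciferase HEK293T cells; exposure lasted 16 hr at 37 °C and 5% CO2, followed by ONE-Glo luminescence detection after 30 min.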
Giardia killer = kills Giardia lamblia. AID 540267. activity change, % at 7.66 µM, hits read low. hit rate 0.15% among 340,000. Giardia lamblia trophozoite viability; in the data active = activity change below about -80%; inconclusive = between about -30% and that limit;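 note: parasites exposed to compound for two days anaerobically before the ATP read; % is set by controls: 0 for no effect and ±100 for the full control effect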
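Giardia trophozoites, 100 cells per well, were exposed to compounds for 48 hrs at 37 deg C under anaerobic conditions; viability was then read as ATP content by bioluminescence after 15-30 min at room temperature.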
Rab9 promoter act = Rab9 promoter activation | Huh7 Rab9 promoter-luciferase reporter, luminescence, 24 h | Potency, µM (highest dose often 9.22 µM), for the others: top-dose activation, negative = inhibition, actives largely listed as activators | hit rate 2.8% among 320,000 | AID 485297; note: potency is the fitted concentration of half-maximal effect; % of control where 0% means no effect; nearly all actives have a fitted effect of over 60% in size
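Huh7 cells stably carrying Rab9 promoter–luciferase reporter, plated 1500 cells/well, compound added after 2 h and incubated 24 h at 37 °C; luciferase luminescence then read after 10 min with detection reagent.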
VP16 counter = inhibits Gal4-VP16 luciferase reporter, ROR gamma counter-screen; AID 2546; Potency, µM (top dose mostly 53.6 µM), for the others: at the top dose activity, negative = inhibition, usual class: inhibitors; hit rate 3.5% among 310,000; Drosophila S2 Gal4-VP16 UAS-luciferase, luminescence, 20 h;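 note: Gal4-VP16 expression switched on by copper sulfate through the metallothionein promoter; potency is the fitted concentration of half-maximal effect; % is set by controls: 0 for no effect and ±100 for the full control effect; nearly all actives have a fitted effect of over 50% in size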
RORgamma inh = inhibitors of mouse ROR gamma transcriptional activity | P51450 | Potency, µM (highest dose often 53.6 µM), without a hit: top-dose activity change, negative = inhibition, most hits filed as inhibitors | hit rate 5.4% among 310,000 | AID 2551 | Drosophila S2 Gal4-RORgamma UAS-luciferase reporter, 20 h; note: potency is the fitted concentration of half-maximal effect; % is set by controls: 0 for no effect and ±100 for the full control effect; nearly all actives have a fitted effect of over 60% in size
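A Gal4/UAS one-hybrid system in insect cells: metallothionein-promoter Gal4–ROR gamma fusion plus Photinus luciferase reporter. Copper sulfate 700 uM final, 20 hr ambient incubation, luminescent detection after 10 min with reagent.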
Tb PFK block = inhibitors of T. brucei phosphofructokinase. Potency, µM (highest dose often 57.5 µM), for inactives: at the top dose activity, negative = inhibition, most hits filed as inhibitors. O15648. T. brucei PFK, ADP-Glo luminescence. hit rate 0.17% among 330,000;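 note: potency is the fitted concentration of half-maximal effect; 0% = uninhibited 1x PFK enzyme wells and -100% = no-enzyme wells; nearly all actives have a fitted effect of over 60% in size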
Target sequence (O15648 whole entry, looked up): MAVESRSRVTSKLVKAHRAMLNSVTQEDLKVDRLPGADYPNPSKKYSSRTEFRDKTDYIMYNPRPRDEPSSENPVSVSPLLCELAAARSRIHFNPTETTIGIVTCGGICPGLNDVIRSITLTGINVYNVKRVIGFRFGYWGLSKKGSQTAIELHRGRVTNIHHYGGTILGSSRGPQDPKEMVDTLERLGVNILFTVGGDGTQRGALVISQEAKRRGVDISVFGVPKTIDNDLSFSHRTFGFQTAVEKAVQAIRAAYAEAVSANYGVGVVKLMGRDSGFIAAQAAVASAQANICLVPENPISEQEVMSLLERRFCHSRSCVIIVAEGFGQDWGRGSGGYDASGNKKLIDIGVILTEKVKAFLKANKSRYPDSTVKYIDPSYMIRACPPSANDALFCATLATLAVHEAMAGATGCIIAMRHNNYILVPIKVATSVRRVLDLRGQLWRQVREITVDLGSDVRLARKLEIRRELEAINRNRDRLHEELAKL
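PFK 1.25 nM, F6P 0.5 mM, ATP 0.1 mM, 0.1 M TEA pH 8.0, 5 mM MgCl2, 0.01% Tween20, 0.1% BSA; 45 min RT. ADP-Glo readout. qHTS titration up to 57 uM; curves fitted, compounds curve-classed.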
* = called active by the depositor; ? = inconclusive; · = not tested or not shown; & = joins results of further samples; [ ] = another dose, or the depositor's remark. Unless noted, calls come from the whole dose curve; as a rule, active = well fitted curve in the direction sought with a large enough effect; inconclusive = small, poorly fitted or top-dose-only effect, or another doubt; inactive = no such curve, though single readings can be large; an effect the other way counts as inactive or inconclusive.

Molecule | KCNH2 3.1 inh | Rab9 promoter act | NPC1 prom act | FLuc counter | RORgamma inh | ELG1 genotox | Tb PFK block | uPA surface inh | VP16 counter | FBPA coupling cs | Giardia killer
O=C(C1CCCC1)N1CCCC(Nc2ccc(F)cc2)C1 (centres undefined) | 10.3 | 1.6% | -3.9% | -2.0% | 10.4% | 2.0% | 4.8% | -11.0% | 15.7% | · | -6.4
CC1(C#N)c2ccccc2C(Br)=CN1C(=O)c1ccccc1 (centres undefined) | 5.8 | 10.8% | -3.6% | 0.6% | · | -0.3% | 10.1% | -8.8% | · | · | -16.8
CCOCc1nc(N)[nH]c(=O)c1Cc1ccc(OC(C)C)cc1 | -1.9 | -0.8% | 0.2% | 1.5% | 1.3% | 0.2% | -1.3% | 1.7% | -1.1% | -0.4 | 2.9
Oc1cc(-c2cccnc2)cc2cccnc12 | · | -36.4%&0.0%[inhibitor] | -38.7%&-28.8%[inhibitor] | -20.9%&-3.1% | · | -1.0% | -3.4%&8.4% | ? | · | · | -6.9
COC(=O)Nc1ccc(S(=O)(=O)Nc2ccc(C(=O)O)cc2)cc1 | -3.1 | -3.0% | -0.2% | -3.7% | 3.3% | 0.1% | -0.5% | 2.8% | -5.8% | 10.0 | -0.8
COCC(=O)N1CCC(Oc2ccc(C(=O)N3CCN(C)C[C@@H]3C(C)C)cc2)CC1 | 6.0 | -3.0% | 0.5% | 16.6% | -21.3% | 2.8% | -0.2% | 6.7% | -1.7% | 0.7 | -9.5
CC(C)(C)C(=O)NNc1nc(-c2ccccc2)c2cc(Br)ccc2n1 | 7.6 | -1.8% | 0.5% | 6.5% | -17.9% | 1.2% | 0.7% | 8.8% | 4.2% | 6.1 | 11.4
Cc1cccc(NC(=O)[C@@H]2CCCN2S(=O)(=O)c2ccc(Cl)cc2)c1 | -0.6 | · | · | · | · | -3.2% | 0.2% | -13.7% | · | · | 5.6
O=C(NCc1cccs1)C1CCCN1C(=O)Nc1ccccc1[N+](=O)[O-] (centres undefined) | 5.2 | 4.8% | 0.3% | 0.8% | ? | 0.3% | -0.5% | 0.2% | -3.4% | 3.1 | 14.1
Cc1cc(/C=N/NC(=O)c2nn(C)cc2Cl)c(C)n1-c1cccc(Br)c1 | 15.5 | -5.4% | -2.2% | 23.9µM* | ? | 3.8% | 0.1% | -4.2% | -12.7% | 0.8 | 18.2
CCOc1ncccc1C(=O)Nc1nnc(C2CC2)s1 | -0.6 | 18.9% | 4.2% | -7.7% | 21.8% | 0.0% | -6.7% | -10.3% | -3.4% | -3.5 | -11.0
CC(=O)Nc1ccc(S(=O)(=O)N(C)CC(=O)OCCOc2cccc(C)c2)cc1 | -8.7 | 0.7% | -0.4% | 4.2% | -3.7% | 2.4% | 0.4% | 7.0% | -8.4% | · | -1.2
C/C(=C\C(=O)c1ccc(Br)cc1)N1CCCCC1 | -3.8 | -0.6% | 0.5% | 15.1µM* | -18.8% | -1.4% | 0.7% | -6.8% | 1.4% | 4.0 | -22.9
CCn1cc([N+](=O)[O-])c(C(=O)N2N=C(c3ccc(Cl)c(Cl)c3)CC2c2ccccc2O)n1 (centres undefined) | 4.7 | -2.9% | 0.6% | 6.1% | ? | -6.8% | 2.6% | -1.3% | ? | -5.4 | -3.1
CCCCCCCC1(C)NC(=O)N(c2ccccc2)N1 (centres undefined) | -1.2 | 0.1% | 2.1% | 1.2% | 11.4% | -0.1% | -5.3% | 6.7% | 2.3% | 0.2 | -6.8
CN(CC(=O)Nc1ccc(Cl)cc1)C(=O)Cn1[nH]c(=O)c2ccccc2c1=O | 0.1 | 2.3% | 0.9% | -2.3% | · | 10.3% | 0.8% | 5.8% | · | · | 2.7
O=C(COc1ccccc1[N+](=O)[O-])N1CCN(C(=O)c2ccco2)CC1 | -7.4 | 4.7% | 2.4% | 2.8% | -0.3% | 5.6% | 0.3% | 4.0% | -1.0% | 0.1 | -12.0
CCOc1ccc(C(c2c(C)[nH][nH]c2=O)c2c(C)[nH][nH]c2=O)cc1OC | 9.9 | 12.8% | -1.3% | -3.1% | -16.7% | -0.6% | ? | -5.1% | 7.0% | -18.6 | -3.5
Cn1c(SCc2cc(=O)[nH]c3ccccc23)nnc1-c1ccc(Br)cc1 | -5.9 | -3.4% | 1.0% | -0.3% | 17.6% | 1.4% | -2.1% | -0.5% | 0.6% | 0.7 | 1.6
Oc1cccc2c(NC(=S)Nc3ccc(OC(F)F)cc3)cccc12 | · | -1.5% | -2.8% | -17.4% | ? | 1.5% | 1.6% | -0.2% | 11.2µM* | -48.4* | -6.7
Cn1ncc(Cl)c1C(=O)Nc1ccc2c(c1)OCO2 | 28.1 | 18.1% | 16.6% | -10.1% | -9.5% | 13.0% | -0.4% | -13.1% | 5.4% | · | 11.1
Cc1nn(-c2ccccc2)c(C)c1CN | -1.5 | -10.0% | -3.3% | -0.7% | 13.4% | 1.6% | -3.5% | · | -6.5% | 0.8 | 5.8
Fc1ccc(CN2CCN(c3ncccn3)CC2)c(F)c1 | -4.3 | 2.2% | -3.1% | -3.8% | -4.9% | 3.6% | -0.6% | 21.7% | -0.6% | -2.2 | -9.6
Cc1ccc(S(=O)(=O)Nc2ccc(S(=O)(=O)Nc3ncccn3)cc2)cc1 | -2.2 | -5.6% | -2.1% | 5.3% | -17.1% | 1.4% | 4.8% | 0.3% | -2.0% | 1.9 | -13.3
O=C(NCc1ccc(OC(F)(F)F)cc1)C1CC(c2cccc(F)c2)=NO1 (centres undefined) | -1.3 | 0.8% | -3.2% | 4.9% | 0.4% | 1.6% | -2.3% | -1.3% | 1.3% | 0.7 | -18.7
COc1ccc(C(=O)COC(=O)CSCc2c(C)noc2C)cc1OC | -0.3 | -0.4% | 4.9% | -0.2% | -0.1% | -4.5% | 0.2% | · | -2.1% | -3.5 | -3.7
CCOC(=O)c1ccc(NC(=O)CNS(=O)(=O)c2ccccc2)cc1 | 2.7 | -3.6% | -2.4% | -0.4% | -5.9% | 0.1% | -3.3% | 5.1% | ? | -2.9 | 1.9
CSC1=C(C#N)C(c2cccs2)CC(=O)N1C (centres undefined) | · | 2.6% | 0.3% | 3.3% | -5.6% | 2.8% | 2.4% | · | -16.6% | 1.9 | ·
COc1ccc(OC)c(-c2csc(N(C)C(=O)c3ccco3)n2)c1 | 8.7 | 3.3% | -8.4% | ? | 14.4% | 6.1% | 4.7% | 11.7% | -6.9% | 0.5 | 12.8
N/C(=N\OC(=O)CCCOc1ccc(Cl)cc1Cl)c1ccccn1 | -0.8 | 0.1% | -8.1% | -18.5% | 7.4% | 2.2% | -0.8% | 1.5% | -7.5% | -0.9 | -19.4
COCCN(C(=O)CSCc1ccccc1)c1c(N)n(Cc2ccccc2)c(=O)[nH]c1=O | -12.4 | -6.2% | 0.5% | 0.4% | 2.7% | -1.9% | -3.6% | 7.3% | -2.0% | · | -7.9
COc1ccccc1C1=NOC(COC(=O)c2ccc(Br)cc2)C1 (centres undefined) | 15.5 | 3.2% | -3.3% | ? | 4.3% | -1.0% | -2.3% | -7.5% | -4.3% | -2.6 | 20.9
Cc1occc1-c1nnc(SCCCC(=O)c2ccc(F)cc2)n1C | -2.9 | 8.2% | -0.5% | -6.4% | 0.0% | -7.8% | 5.1% | 6.7% | ? | -6.6 | -5.0
O=C(CCNC(=O)c1ccccc1Cl)Nc1ccc(S(=O)(=O)Nc2ncccn2)cc1 | 7.5 | -3.0% | -2.0% | 3.2% | -8.3% | -1.8% | 1.4% | 1.4% | 4.9% | 2.3 | -2.2
COc1ccccc1N1CCN(C(=O)C2CCN(S(=O)(=O)N3CCOCC3)CC2)CC1 | -5.1 | -0.1% | 6.0% | -0.8% | 2.5% | -1.2% | -2.8% | 4.7% | 0.0% | 0.1 | 34.2[activator]
O=C(c1noc2c1CCc1ccccc1-2)N1CCOCC1 | 10.3 | ? | ? | ? | 37.0% | ? | -10.3% | · | 9.6% | -6.3 | -13.4
CCOc1ccc(S(=O)(=O)N2CCN(C)CC2)cc1NC(=O)c1ccccc1F | -19.9 | 0.7% | 2.4% | 3.5% | 3.98µM* | -8.5% | 3.4% | -9.1% | ? | 3.4 | 10.0
COCCNC(=O)CCc1nnc(Cc2ccc(-c3ccccc3)cc2)o1 | 10.9 | -2.9% | -3.1% | -13.6% | -15.2% | 0.3% | 1.1% | -8.5% | ? | 0.0 | 7.0
CC(C(=O)Nc1sc2c(c1C#N)CCCCC2)N1C(=O)c2ccccc2C1=O (centres undefined) | -5.4 | 1.6% | 3.6% | -17.0% | -17.5% | 2.4% | -3.4% | -16.4% | 3.1% | -1.0 | -1.1
